# Compound activity: PubChem BioAssay, several laboratories
# CHOP inh: inhibitors of CHOP induction in ER stress response; inhibition, % at 10 µM; AID 2732; 220,000 compounds, 3.8% hits; CHO-K1 CHOP-promoter luciferase, tunicamycin-induced, 15-18 h;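 active = compounds that reduced the stress-induced luciferase reporter signal by more than about 70% of percent inhibition, limit read from the data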;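 also: 0% = tunicamycin plus vehicle and 100% = wells without tunicamycin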
# TNF necrop inh: blocks TNF-alpha induced death of Jurkat FADD-/- cells; Jurkat FADD-/- TNF necroptosis rescue, ATP luminescence, 24 h; 0 = TNF only, 100 = no-TNF cells; activation (protection from cell death), % at 10 µM; 220,000 compounds, 0.068% hits; AID 463075;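 active = activation, meaning protection from cell death, of at least 50% relative to plate controls; inactive = activation below 50%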;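 also: necroptosis triggered by 40 ng/mL TNF-alpha added together with compound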
# Wee1 degr inh: blocks degradation of human Wee1 kinase; AID 1321; 220,000 compounds, 1.2% hits; HeLa Luc-Wee1K328M stability, luciferase luminescence; 100% = proteasome inhibitor MG132 effect; reporter increase, % at 5 µM;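 active = activation above the mean of all tested compounds plus 3 SD, set per screening run, cut at about 8.8% in these data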;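 also: cells exposed to compound for 20 h before luminescence read; 0% = DMSO alone and 100% = MG132 at 30 µM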
# FXIIa inh: blocks human coagulation factor XIIa protease activity. P00748. purified FXIIa, Boc-QGR-AMC fluorogenic substrate, 2 h. inhibition, % at 5 µM. 220,000 compounds, 0.3% hits. AID 800; in the data active = inhibition above about 40%;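 also: 0% = enzyme with no compound and 100% = blank without enzyme; many of its hits are not listed in these tables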
# EP2 antag: inhibitors of human EP2 prostaglandin E2 receptor; P43116; C6 glioma cells expressing human EP2, cAMP TR-FRET; cells stimulated with saturating PGE2; inhibition, % at 25 µM; 260,000 compounds, 0.52% hits;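 active = percent inhibition above 40 after rounding to a whole number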;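 also: rat C6 glioma host cells with rolipram phosphodiesterase inhibitor present; the protocol text gives 20 µM as final concentration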
# Target sequence (P43116 whole entry, looked up): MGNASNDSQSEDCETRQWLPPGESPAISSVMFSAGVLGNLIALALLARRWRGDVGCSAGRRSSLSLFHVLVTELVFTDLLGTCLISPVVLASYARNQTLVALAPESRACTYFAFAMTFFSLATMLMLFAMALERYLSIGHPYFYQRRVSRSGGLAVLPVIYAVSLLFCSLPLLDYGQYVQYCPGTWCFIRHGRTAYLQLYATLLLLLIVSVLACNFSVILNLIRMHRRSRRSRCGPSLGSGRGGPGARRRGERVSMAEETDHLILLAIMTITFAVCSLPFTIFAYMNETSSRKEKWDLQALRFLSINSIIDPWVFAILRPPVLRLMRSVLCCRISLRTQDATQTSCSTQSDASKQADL
# TbHK1 inh: T. brucei hexokinase 1 inhibition; 220,000 compounds, 0.11% hits; recombinant TbHK1, G6PDH-coupled NADH A340; AID 1430; inhibition, % at 10 µM;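 active = inhibition of 50% or more in the single-dose primary screen; inactive = inhibition below 50%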
# L929 necroptosis: blocks zVAD induced death of L929 cells. L929 zVAD necroptosis rescue, ATP luminescence, 24 h; with zVAD 60 µM. 220,000 compounds, 0.38% hits. viability rescue, % at 10 µM;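 active = activation, scaled between plate controls, above about 75%, limit read from the data; inactive = activation under that limit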;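 also: 0% = zVAD with DMSO and 100% = DMSO alone without zVAD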
# PPC-1+TRAIL kill: PPC-1 cancer cell killing with TRAIL present. PPC-1 cells + TRAIL, ATPLite viability luminescence. cell killing (% activity), % at 4 µM. 220,000 compounds, 0.41% hits;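 active = cell killing above 50% in the first pass at 4 µM, then a duplicate retest at 5 µM averaging 50% or more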;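 also: plate controls were cells with TRAIL plus DMSO for no effect and medium-only wells lacking cells for full effect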
# FXIa inh 1536: blocks human coagulation factor XIa protease activity; P03951; purified FXIa, Boc-Glu-Ala-Arg-AMC fluorogenic substrate; inhibition, % at 5 µM; 220,000 compounds, 0.14% hits; AID 798;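 active = inhibition of at least 40%; inactive = inhibition below 40%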;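 also: fluorescence of freed AMC excited at 355 nm; 0% = enzyme without compound and 100% = no enzyme blank; many of its hits are not listed in these tables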
# Target sequence (P03951 19-387 limits assumed): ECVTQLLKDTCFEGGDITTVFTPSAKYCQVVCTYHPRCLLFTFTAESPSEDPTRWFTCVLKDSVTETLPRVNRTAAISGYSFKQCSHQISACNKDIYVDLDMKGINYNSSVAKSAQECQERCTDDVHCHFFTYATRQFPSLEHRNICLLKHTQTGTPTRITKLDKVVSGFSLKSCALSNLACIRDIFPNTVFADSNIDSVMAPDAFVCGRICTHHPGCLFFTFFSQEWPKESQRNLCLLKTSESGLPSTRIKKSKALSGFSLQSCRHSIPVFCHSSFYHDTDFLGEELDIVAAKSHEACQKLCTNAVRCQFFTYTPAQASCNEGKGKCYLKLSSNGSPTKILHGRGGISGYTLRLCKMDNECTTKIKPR
# Target sequence (P03951 388-625 limits assumed): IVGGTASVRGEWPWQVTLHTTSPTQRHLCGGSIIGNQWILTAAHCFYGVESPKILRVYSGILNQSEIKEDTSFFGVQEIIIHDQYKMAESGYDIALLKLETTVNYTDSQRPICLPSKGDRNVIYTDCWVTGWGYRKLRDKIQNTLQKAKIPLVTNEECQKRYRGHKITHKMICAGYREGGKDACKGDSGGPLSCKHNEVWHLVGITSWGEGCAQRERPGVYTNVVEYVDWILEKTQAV
# An asterisk follows results filed as active; x = no result given; & = joins results of further samples; [ ] = dose if it differs, or a comment. A portion of the library; the hit share may differ from the screen's.
SMILES,CHOP inh,TNF necrop inh,Wee1 degr inh,FXIIa inh,EP2 antag,TbHK1 inh,L929 necroptosis,PPC-1+TRAIL kill,FXIa inh 1536
O=C1NCCCC1C(=O)NCCN1C(=O)CCC1=O (stereo not given),4,0.7,1,24,6,-1,1.8,-13,7
CC(=O)c1cc(C#N)c(N2CC(C)OC(C)C2)nc1C (stereo not given),31,-1.0,-1,-8,11,-17,1.8,1,-5
O=C(Nc1ccccc1)c1ccc(S(=O)(=O)N2CCOCC2)cc1,-1,2.6,3,9,16,-5,1.0,29,6
CCCOC(=O)c1ccc(Oc2coc3c(CN(CC)CC)c(O)ccc3c2=O)cc1,-38,-0.1,3,-8,10,-82,x,2,-6
Cc1cc(NS(=O)(=O)c2ccc(NC(=O)c3cc4cc(Br)ccc4oc3=O)cc2)no1,91*,0.1,-1,12,5,-10,57,13,0
Cc1cc(C)n2nc(C(F)(F)F)c(-c3ccccc3)c2n1,16,-0.7,7,4,6,-4,1.2,4,-3
O=[N+]([O-])c1cc(C(F)(F)F)cc([N+](=O)[O-])c1NCCNC(=S)Nc1cccc(F)c1,12,-1.5,0,6,19,3,2.4,26,1
COc1ccccc1CNC(=O)CNC(=O)c1cn(-c2ccccc2OC)c(=O)c2ccccc12,2,1.4,4,12,16,-3,0.6,16,-1
Cc1ccccc1Cn1cc(S(=O)(=O)CC(=O)Nc2nccs2)c2ccccc21,43,-3.2,1,14,11,7,-0.1,26,7
COc1ccc(C2OC(=O)CC2C(=O)NC2CCCC(C)C2C)cc1OC (stereo not given),4,0.6,0,15,2,-7,-0.1,24,0
COC(=O)C1=C(C)N(C(C)c2ccccc2)C(=O)C1 (stereo not given),14,-0.2,2,4,5,-2,0.2,1,2
CCOC(=O)c1c(C)oc2c1c(C=NCCO)c(O)c1ccccc12,50,-9.8,-2,7,4,-16,7.7,4,-4
Brc1ccc(Oc2ncc(CN3CCOCC3)s2)cc1,-28,-2.2,-2,3,4,4,0.2,5,-4
COc1cccc(/C=N/NC(=O)C(C)Cn2cnc3ccccc32)c1 (stereo not given),2,2.2,3,9,10,-3,1.3,10,-4
COc1ccc(CCNC(=O)CCN2C(=O)COc3ccc(C)cc32)cc1OC,12,-2.4,1,18,4,0,0.0,18,8
COc1ccc(Cn2c(CCC(=O)NCc3ccco3)nc3cccnc32)cc1,24,0.9,-2,17,8,-4,3.0,-24,3
CC(=O)N/C(=C\c1ccccc1Cl)C(=O)O,1,-1.0,0,8,7,-2,-0.4,10,4
O=C(COC(=O)/C=C/c1ccccc1[N+](=O)[O-])NC1CC1,3,-1.2,-4,1,4,-8,3.0,1,2
Cc1ccccc1OCC(=O)NCc1ccccc1,0,0.1,-1,5,5,6,0.1,x,20
CC1=CC(C)(C)Nc2ccc(OC(=O)CN3C(=O)CCC3=O)cc21,-261,-24,-1,12,9,-6,32,26,4

# The list goes on, overlapping the part above by 4 compounds.
SMILES,CHOP inh,TNF necrop inh,Wee1 degr inh,FXIIa inh,EP2 antag,TbHK1 inh,L929 necroptosis,PPC-1+TRAIL kill,FXIa inh 1536
CC(=O)N/C(=C\c1ccccc1Cl)C(=O)O,1,-1.0,0,8,7,-2,-0.4,10,4
O=C(COC(=O)/C=C/c1ccccc1[N+](=O)[O-])NC1CC1,3,-1.2,-4,1,4,-8,3.0,1,2
Cc1ccccc1OCC(=O)NCc1ccccc1,0,0.1,-1,5,5,6,0.1,x,20
CC1=CC(C)(C)Nc2ccc(OC(=O)CN3C(=O)CCC3=O)cc21,-261,-24,-1,12,9,-6,32,26,4
COc1ccc(C(OC(=O)c2ccco2)C(=O)NC(C)(C)C)cc1 (stereo not given),2,1.1,-2,7,9&6,-4,4.9,4,-4
COc1ccc(/C=C/C(=O)C23CC4CC(CC(C4)C2)C3)cc1CN1CCOCC1,47,0.0,-2,0,2,-20,16,-5,-4
CCc1c(C)nc2c(C)cccc2c1SCCC#N,11,-0.9,-2,10,13,-3,-0.8,3,-2
Oc1c(Br)cc(Br)cc1/C=N/NC(=S)N[C@H]1CC2C=CC1C2 (stereo not given in full),13,-1.8,0,9,14,-18,0.4,-16,7
O=C(c1cccc2ccccc12)N1CCN(CC2CC=CCC2)CC1 (stereo not given),24,0.5,-1,1,22,-4,0.5,36,-8
COc1ccc(-c2nn(-c3ccccc3)cc2C(=O)O)cc1,-6,0.9,4,9,13,-3,0.3,31,-1
Cc1ccnc(N2C(=O)OC(C)(C)C2(C)O)c1 (stereo not given),-9,-1.2,-2,9,5,1,2.7,14,-7
COC(=O)CCC(=O)NC(=S)Nc1cc(Cl)ccc1Cl,7,0.8,4,22,5,0,-0.1,28,-14
O=C1CC(N(Cc2cccs2)C(=O)Nc2ccccc2)C(=O)N1c1ccc(Cl)cc1 (stereo not given),33,4.6,5,5,8,6,3.0,12,11
CCc1cccc2c(C=C(C#N)C#N)cn(CC(=O)N3CCCC3)c12,13,-3.3,1,7,5,-12,-0.3,-4,-1
C=CCn1c(N)cc(=O)nc1SCC(=O)Nc1ccccc1C(N)=O,0,-0.2,-1,7,6,-1,31,11,-4
COCCn1c(C)cc(C(=O)COC(=O)c2n[nH]c3ccccc23)c1C,50,-7.6,1,3,12,-1,-0.5,82*[5 µM],-5
COc1ccc(/C=C/C(=O)c2ccccc2)cc1COc1ccccc1F,-16,-15,0,3,8,1,0.6,17,0
CN1CCN(c2nc3c(c(=O)n(C)c(=O)n3C)n2CC(N)=O)CC1,-5,0.4,0,-2,9,2,0.3,12,-12
O=C(CSc1ccc(-c2cccc([N+](=O)[O-])c2)nn1)N1CCCC1,4,-0.2,-2,x,5,-1,1.9,26,-5
O=C(CN1CCN(C/C=C/c2ccccc2)CC1)NCc1ccc(Cl)cc1,1,5.2,-4,9,5,-1,2.5,-2,2
C/C(=N\NC(=O)c1c(Cl)c(C)nn1C)c1ccc(NC(=O)c2ccncc2)cc1,-14,-1.2,0,8,10,-24,0.4,20,5
CCOC(=O)c1cc(-c2cccnc2)nn1-c1ccccc1C,3,0.1,-2,3,7,0,1.2,10,2
COc1ccc(CNC(=O)COC(=O)c2cc(-c3ccco3)nc3ccccc23)cc1,7,0.1,-2,10,x,8,0.0,12,-4
CN(C)S(=O)(=O)c1cccc(NS(=O)(=O)c2ccc(Cl)s2)c1,-23,1.2,2,8,17,-16,-0.2,14,1
C=CCn1c(SCC(=O)Nc2nnc(CC)s2)nnc1-c1ccco1,4,0.7,1,7,13,5,0.5,6,-4
CCOc1cc(C2NC(=O)NC(C)=C2C(=O)OC(C)CC)cc(Br)c1O (stereo not given),6,-1.3,1,16,8,0,0.1,7,7
COc1ccc(/C=C/C(=O)Nc2cc(S(=O)(=O)N3CCOCC3)ccc2C)cc1OC,-1,0.5,-3,6,0,-11,1.0,34,-1
Cn1c(NC(=O)C[n+]2cc(-c3ccc(Cl)cc3)n3c2CCC3)cc(=O)n(C)c1=O,2,-1.8,-1,16,9,1,0.9,2,15
COc1cc(S(=O)(=O)N2CCCCC2)ccc1NC=O,-1,0.5,-1,10,x,-9,-0.3,26,-2
O=C(c1ccco1)N(Cc1ccco1)c1ccc(O)cc1,26,-1.3,-3,1,13,1,2.1,2,1
COc1ccc(NC(=O)CNc2cccc(C#N)c2)cc1Cl,16,1.2,1,14,17,4,60,20,-1
O=C(COc1ccc(C(=O)O)cc1)Nc1cccc(C(F)(F)F)c1,-4,-1.0,0,6,5,1,3.2,34,-4
O=C(O)c1cccc(N2CCCC2)c1,-15,-2.1,1,-9,14,1,0.0,-10,-8
CCN(CC)c1ccc(C(=O)OCC(=O)NC2CCCCC2C)cc1 (stereo not given),10,1.3,-2,16,9,-18,-0.1,13,2
Cc1cc(C)c2c(N)c(S(=O)c3ccc(C(C)(C)C)cc3)sc2n1 (stereo not given),55,-8.1,3,13,4,-10,1.3,11,0
Cc1nn(CC(=O)NCc2ccccc2Cl)c(C)c1[N+](=O)[O-],36,0.0,-1,11,4,-3,-0.2,1,-5
CN1CCN(CCCNC(=O)c2ccc(/C=C3\Sc4ccccc4N(Cc4ccc(F)cc4)C3=O)cc2)CC1,-28,-7.4,0,11,32,-13,3.8,6,-4
Cc1ccc(NC(=O)c2cc(Cl)nc3ccccc23)cc1,19,-5.4,-2,-13,3,4,0.5,20,6
O=C(Oc1cccc(N2C(=O)C3C4c5ccccc5C(c5ccccc54)C3C2=O)c1)c1ccco1 (stereo not given),3,0.3,2,10,6,-10,1.8,-34,9
COc1ccc(-c2cc(-c3ccc(Br)cc3)nc3ncnn23)cc1OC,79*,-2.7,0,-30,13,-47,-0.7,14,-5
CN(C)C(=O)CSc1nnc(CCCCCNC(=O)OC(C)(C)C)o1,4,0.9,2,19,11,10,-0.2,-7,0
Nc1ccc(C(=O)O)cc1[N+](=O)[O-],8,-0.5,-2,10,3,5,-0.4,8,2
CCN(C(=O)CN1CCN(S(=O)(=O)c2cc(Cl)ccc2Cl)CC1)c1c(N)n(Cc2ccccc2)c(=O)[nH]c1=O,24,1.1,0,14,12,8,0.5,14,3
CC(=O)Nc1ccccc1C(=O)N1CC(C)OC(C)C1 (stereo not given),13,-0.3,-1,7,17,4,-0.4,-1,3
CC1(C)CC(=O)C(c2c[nH]c3ccccc23)C(=O)C1,12,-1.3,-1,12,7,0,19,7,0
Cc1cccc(Nc2nnc(SCC(=O)NC3CCCc4ccccc43)s2)c1 (stereo not given),24,2.0,1,8,2,4,1.4,12,5
COc1ccc(C(=O)CSC2=C(C#N)C3(CCCCC3)C(C#N)=C(N)N2)cc1,41,-0.9,4,-7,8,-12,0.1,-6,-4
COC(=O)c1cc(NC(=O)Nc2ccccc2)ccc1Cl,18,2.5,-1,15,8,16,0.2,11,8
Cc1cc(N2C(=O)C3C4CC(C(Br)C4Br)C3C2=O)no1 (stereo not given),-2,-0.2,1,15,9,-2,1.0,14,10
O=C(c1ccncc1)N1CCN(C(=O)c2cccc3ccccc23)CC1,20,-0.7,-4,13,7,7,-0.5,8,3
CCC(CC)c1nnc(NC(=O)c2ccc(S(=O)(=O)N3CCc4ccccc4C3)cc2)s1,-23,1.8,0,13,8,-3,0.9,8,7
Cc1cc(NC(=O)CSc2nc(N)c(NC(=O)c3ccco3)c(=O)[nH]2)no1,-20,1.9,2,7,5,-6,-0.2,-3,1
Cc1ccc(-n2nnc3c(=O)n(CC(=O)NCc4ccccc4)cnc32)cc1,2,-1.5,15*,10,10,-4,0.5,7,-2
COc1ccccc1NC(=O)N(Cc1ccco1)Cc1cc2cc(C)cc(C)c2[nH]c1=O,61,-3.9,-2,5,10,-17,2.9,10,5
CCCN1CCN(CCCNC(=O)c2cc3c(=O)n(C)c4ccccc4c3n2C)CC1,20,1.8,0,15,5,4,53,23,5
COc1ccc(-c2nnc(SCC(=O)N3CCOCC3)o2)cc1OC,-13,-0.4,-1,-4,8,1,0.0,-3,-6
CCN(CC)C(=O)CSc1nnc(SCc2ccc(Cl)cc2)s1,13,-0.4,-2,5,7,-6,0.1,-12,-5
Cc1ccc(C(=O)O/N=C/c2ccc3c(c2)OCO3)cc1,22,0.4,-1,7,11,32,-0.1,3,5
O=[N+]([O-])c1ccc(N2CCN(c3nc(-c4ccc(Cl)cc4)cs3)CC2)cc1,-3,-1.6,-2,18,16,-3,-0.4,-28,9
CC(C)COc1ccc(Cc2cnc(N)nc2N)cc1,52,-1.1,-2,27,14,-9,0.0,8,4
